Glioma ERSR ind: ER stress response induction in glioma; 420,000 compounds, 0.02% hits; U87-MG GRP78 promoter luciferase reporter, 16 h; Potency, µM, for inactives: at the highest dose activation, hits mostly activators; note: series mostly up to about 76 µM; % of control where 0% means no effect; nearly all actives have a fitted effect of over 35% in size
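Stably transfected U87-MG glioma cells carrying a GRP78-based luciferase sensor; 16 h compound incubation. Luminescence end-point read 10 min after Bright-Glo addition at room temperature.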
Vif-A3G inh: inhibitors of Vif-APOBEC3G interaction. Q9HC16. HeLa A3G-eYFP + Vif (tagged APOBEC3G with the HIV-1 protein that degrades it), YFP fluorescence, overnight. Potency, µM (titrated, usually from 46.1 µM), without a hit: at the top dose activity, negative = active, most hits filed as inhibitors. 410,000 compounds, 0.076% hits. AID 602310;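 note: % is set by controls: 0 for no effect and ±100 for the full control effect; nearly all actives have a fitted effect of over 60% in size; hits raise eYFP signal because A3G escapes Vif-driven loss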
Target sequence (Q9HC16 whole entry, looked up): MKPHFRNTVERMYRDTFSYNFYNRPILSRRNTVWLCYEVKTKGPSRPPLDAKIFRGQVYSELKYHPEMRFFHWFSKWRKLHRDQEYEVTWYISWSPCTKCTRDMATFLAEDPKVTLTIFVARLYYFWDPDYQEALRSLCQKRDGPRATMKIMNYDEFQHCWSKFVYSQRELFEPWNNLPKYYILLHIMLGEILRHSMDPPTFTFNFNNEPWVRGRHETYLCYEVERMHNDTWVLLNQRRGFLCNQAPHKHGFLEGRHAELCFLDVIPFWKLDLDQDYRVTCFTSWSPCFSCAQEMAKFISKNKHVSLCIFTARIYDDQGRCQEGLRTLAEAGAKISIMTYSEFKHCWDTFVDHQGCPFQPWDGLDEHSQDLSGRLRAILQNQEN
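Read-out is eYFP fluorescence (Ex 488/Em 500-530) from Vif-expressing HeLa A3G-eYFP cells; more signal means A3G escaped Vif-mediated degradation. Cells plated overnight, compound pinned in, incubated overnight at 37 deg C.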
The depositor's hits bear a star; & = joins results of further samples. Calls come from the whole dose curve; as a rule, active = well fitted curve in the direction sought with a large enough effect; inconclusive = small, poorly fitted or top-dose-only effect, or another doubt; inactive = no such curve, though single readings can be large; an effect the other way counts as inactive or inconclusive. Potency is the fitted concentration of half-maximal effect.

SMILES | Glioma ERSR ind | Vif-A3G inh
OC[C@@H]1CN(CCc2ccccc2)C[C@H](n2cnc3c(NCc4ccc(F)cc4)ncnc32)O1 | -3.3% | -2.1%
CC1(C)OC(=O)C2=C(C[C@@H](C3CCCCC3)O[C@H]2c2ccc(F)cc2)O1 | -0.1% | 0.9%
C#Cc1ccc(NC(=O)C2(C)CCN2C(=O)C2(c3ccccc3)CCCC2)cc1 (stereo unspecified) | 0.7% | 0.1%
Cc1cnc2c(C)cccc2c1C | -2.8% | 0.0%
Cc1ccc2ccccc2c1C(O)c1ncc(-c2ccc(F)cc2)[nH]1 (stereo unspecified) | -3.3% | -12.8%
CN(C)c1ccc(/C=C/c2ncnc3ccccc23)cc1 | -1.6% | 9.1%
S=C(NCCCc1cnc[nH]1)NCCCN(Cc1ccc(Cl)cc1)c1cc(-c2ccccc2)ccn1 | -3.1% | -29.5%
CC(=O)Nc1cc(-c2ccc(C(=O)N3CCOCC3)cc2)cn2c(-c3ccc(C(C)=O)cc3)cnc12 | -4.6% | -3.8%
Cc1ccc(NC(=O)CCC(=O)NN=Cc2ccc(C)o2)c(C)c1 | -1.8% | -2.0%
CN(C)C(=O)c1cccc(-c2cnc3cccnn23)c1 | -0.9% | -1.4%
O=C(O)C1CCC2CCCC21 (stereo unspecified) | 0.0% | -3.8%
COc1cccc(/C=C/c2nccc3ccccc23)c1OC | -3.0% | -20.8%

A draw from above in order of number of heavy atoms, highest first:
SMILES | Glioma ERSR ind | Vif-A3G inh
C#Cc1ccc(NC(=O)C2(C)CCN2C(=O)C2(c3ccccc3)CCCC2)cc1 (stereo unspecified) | 0.7% | 0.1%
CN(C)c1ccc(/C=C/c2ncnc3ccccc23)cc1 | -1.6% | 9.1%
CN(C)C(=O)c1cccc(-c2cnc3cccnn23)c1 | -0.9% | -1.4%
O=C(O)C1CCC2CCCC21 (stereo unspecified) | 0.0% | -3.8%

Full records, quoted from the list. Order of screens: Glioma ERSR ind | Vif-A3G inh
CC1(C)OC(=O)C2=C(C[C@@H](C3CCCCC3)O[C@H]2c2ccc(F)cc2)O1 is listed with -0.1% | 0.9%
Cc1cnc2c(C)cccc2c1C is listed with -2.8% | 0.0%
CC(=O)Nc1cc(-c2ccc(C(=O)N3CCOCC3)cc2)cn2c(-c3ccc(C(C)=O)cc3)cnc12 is listed with -4.6% | -3.8%
C#Cc1ccc(NC(=O)C2(C)CCN2C(=O)C2(c3ccccc3)CCCC2)cc1 (stereo unspecified) is listed with 0.7% | 0.1%
O=C(O)C1CCC2CCCC21 (stereo unspecified) is listed with 0.0% | -3.8%

Remaining list, next part:
SMILES | Glioma ERSR ind | Vif-A3G inh
CC1(C(=O)Nc2cccc3ncccc23)CCN1C(=O)CCc1ccccc1 (stereo unspecified) | -3.1% | -1.1%
Clc1ccc(/C=C/c2ccc3ccccc3n2)c(Cl)c1 | 1.3% | 6.2%
CC(C)(C)n1ncc2c(=O)n(Cc3ccc(F)c(F)c3F)cnc21 | -3.2% | -0.1%
CCc1nc2c(OCc3ccc(F)c(F)c3)cccn2c1N(C)C(=O)c1ccco1 | -1.2% | -7.0%
CC(C)(C)c1cc2nc(NCCc3ccc(S(N)(=O)=O)cc3)ccn2n1 | -0.5% | 0.7%
O=C(O)CC1CC(O)CCC1=O (stereo unspecified) | -0.5% | 1.7%
CCNC(=O)C1(C)CCN(C(=O)c2ccccc2OC)C1 (stereo unspecified) | -3.2% | 0.0%
CC(=O)Nc1cc(-c2cccnc2)cn2c(-c3ccc(F)cc3)cnc12 | 3.0% | -7.3%
COc1ccc(C(C)(O)c2nc(-c3ccc(F)cc3OC)cs2)cc1 (stereo unspecified) | -2.0% | -20.8%
CSc1ccc(OC2(C)CCN(Cc3ccc(C(C)C)cc3)C2)cc1 (stereo unspecified) | -1.7% | -2.6%
CC1(C(=O)NS(=O)(=O)C2CC2)CCN(C(=O)c2cc3ccccc3s2)C1 (stereo unspecified) | 2.6% | -2.9%
CC(C)=CC(=O)Oc1ccc(C(=O)N(C)c2ccccc2I)cc1 | -0.5% | 2.3%
COc1ccc(-c2nc3ccc(C)cn3c2Cc2cccc(F)c2)cc1OC | 0.6% | -9.6%
Cc1c(C(=O)NCc2ccc([N+](=O)[O-])cc2)sc(=O)n1Cc1ccc2c(c1)OCO2 | 0.7% | -3.4%
COc1cccc(C(C)(O)c2nc(-c3ccc(Cl)cc3)cs2)c1 (stereo unspecified) | -4.4% | -6.3%
Cc1cc(C)c(S(=O)(=O)N2C[C@H]3CON(C)[C@H]3C[C@H]2c2ccc(N3CCCCC3)cc2)c(C)c1 | -4.1% | -9.3%
CCCS(=O)(=O)NC(=O)C1(C)CCCN(C(=O)c2c(F)ccc(C)c2F)C1 (stereo unspecified) | -0.5% | 2.4%
CC(=O)c1cccc(-c2ccnc3c2CC(C(=O)Nc2cccc(Oc4ccccc4)c2)O3)c1 (stereo unspecified) | -1.5% | -5.8%
COc1ccc(-c2csc(C(NC(C)=O)c3cccc(F)c3)n2)cn1 (stereo unspecified) | 0.0% | -1.4%
CC(=O)C1=CCC(c2ccco2)N(S(=O)(=O)c2ccc(C)cc2)C1 (stereo unspecified) | -4.6% | -4.1%
CC(C)c1ccc(CC(=O)N2CCC2(C)C(=O)Nc2ccc3c(c2)OCCO3)cc1 (stereo unspecified) | -3.4% | 1.4%
CCOC1=C2CN(S(=O)(=O)c3ccccc3)[C@H](c3ccccc3)C[C@H]2n2c(=O)n(-c3ccccc3)c(=O)n2C1 | -2.1% | 0.1%
CCc1nc2ccc(C(=O)NCC3CCCCC3)cn2c1N(C)Cc1nccs1 | -1.1% | -4.2%
CC1(C(=O)NS(=O)(=O)c2cccc(Cl)c2)CCN1C(=O)C1CC1 (stereo unspecified) | -0.6% | 2.7%
Brc1ccc(C=C2C=c3ccccc3=C2)cc1 | -4.0% | -5.2%
CCc1nc2c(OCc3ccc(Cl)cc3Cl)cccn2c1N(C)C(=O)c1ccccc1F | -1.8% | -0.5%
CCN(C(=O)C(=O)c1c(C)[nH]c2ccccc12)c1ccccc1 | -1.8% | 1.4%
COC(=O)C(NS(=O)(=O)CCl)C(C)C (stereo unspecified) | -5.3% | 0.3%
CC(C)C(=O)N1CCCC1(C)C(=O)Nc1cccc(Oc2ccccc2)c1 (stereo unspecified) | -3.1% | -2.1%
CCOC(=O)C1(C)CCN1C(=O)c1ccccc1OC(F)(F)F (stereo unspecified) | -1.0% | 1.4%
COc1ccccc1Cc1c(-c2cccc(Cl)c2)nc2ccc(C)cn12 | 0.0% | -4.9%
COc1cccc(C(O)c2ncc(-c3ccc(C(F)(F)F)cc3)[nH]2)c1 (stereo unspecified) | 4.0% | 3.0%
CCOC(=O)C1=C[C@@H](C(C)C)N(S(=O)(=O)c2ccc([N+](=O)[O-])cc2)[C@H]1c1ccccc1 | -3.1% | 2.8%
Nc1ncnc2c1ncn2[C@@H]1O[C@H](C(=O)NS(=O)(=O)c2ccccc2[N+](=O)[O-])[C@@H](O)[C@H]1O | 1.6% | -4.3%
Cc1ccc(-c2cnc3cccnn23)cc1F | 6.1% | -4.5%
CC(C)c1ccc(Nc2ncc3c(n2)CCN(C(=O)Nc2ccc(F)c(Cl)c2)C3)cc1 | -3.9% | -20.2%
CCCCOc1ccc(S(=O)(=O)NC(=O)C2(C)CCN2C(=O)Cc2ccccc2Cl)cc1 (stereo unspecified) | -0.8% | -1.9%
COc1ccc(Cl)cc1-c1cc(C(=O)NCc2cc(C(F)(F)F)cc(C(F)(F)F)c2)[nH]n1 | -3.4% | -1.9%
Cc1cc(=O)[nH]c2cc(N)ccc12 | 1.2% | 0.1%
O=C(c1cc(-c2ccccc2)on1)N(Cc1cccnc1)C(c1ccccn1)c1nc2ccccc2[nH]1 (stereo unspecified) | -0.7% | -5.8%
Cc1ccc(C(O)c2ncc(-c3ccc4ccccc4c3)[nH]2)cc1 (stereo unspecified) | 9.4% | -0.3%
Cc1cc(C(=O)N2CCC2(C)C(=O)NS(=O)(=O)c2ccc(F)cc2F)nn1C (stereo unspecified) | -0.3% | -1.0%
CCCCCCCCCCCCCCCCCCN(CCCCCCCCCCCCCCCCCC)c1ccc(/C=C/c2ccc(C=O)cc2)cc1 | -4.6% | 0.9%
Cc1cc(=O)[nH]c2nc(N)ccc12 | -4.2% | 0.9%
CCNC(=O)C1(C)CCCN(Cc2noc(-c3c(C)noc3C)n2)C1 (stereo unspecified) | -0.8% | -1.4%
COc1ccc(Cl)cc1C1=NOC2(CCC2)C(=O)N1Cc1cccc(C#N)c1 | -1.3% | 2.7%
O=C(NCc1cccnc1)c1ccc2sc([C@@H]3O[C@H](CO)[C@H](O)[C@H](O)[C@H]3O)nc2c1 | -1.7% | 2.3%
CNc1cccc(-c2ccc(C(C)=O)s2)n1 | 5.3% | -1.4%
CNc1nc(-c2cccc(C(=O)N(C)C)c2)cn2ccnc12 | -3.6% | -1.7%
Oc1ccc(C[C@H]2CNC(=S)N2CC2CCCN2C[C@H](Cc2ccccc2)N2C[C@H](Cc3ccc(O)cc3)N(CC3CCCCC3)C2=S)cc1 (stereo partly specified) | 4.0% | -16.1%
COc1cc(Cl)c(CNC[C@H]2O[C@@H](n3cnc4c(=O)[nH]c(N)nc43)[C@H](O)[C@@H]2O)c(Cl)c1O | -2.4% | -0.2%
Cc1ccc(CN2[C@H](C)[C@H](c3ccccc3)OCCS2(=O)=O)cc1 | -0.6% | 3.1%
CCCNC(=O)C1(C)CCN(C(=O)c2oc3ccccc3c2C)C1 (stereo unspecified) | -1.2% | 0.9%
COc1cccc(-c2cc3nc(Nc4ccc(OC)c(OC)c4)n(C)c(=O)c3s2)c1 | -3.9% | -3.7%
OC(c1ccc(Cl)c(F)c1)c1ncc(-c2ccccc2C(F)(F)F)[nH]1 (stereo unspecified) | -2.9% | -4.7%
O=C(NCCc1c[nH]c2ccccc12)c1[nH]c(C(F)(F)F)nc1-c1ccccc1 | -3.9% | -3.8%
CC(O)(c1ccc(F)c(F)c1)c1nc(-c2cc3ccccc3o2)cs1 (stereo unspecified) | -4.1% | -11.4%
CCCS(=O)(=O)NC(=O)C1(C)CCCN(C(=O)c2ccc3ccccc3n2)C1 (stereo unspecified) | -0.8% | -2.1%
CSc1ccc(Cn2c(C)c(C(=O)NCc3ccc(C(C)C)cc3)sc2=O)cc1 | -0.8% | -0.5%
CC(=O)Nc1ccc(NC(=O)c2csc([C@@H]3O[C@H](CO)[C@H](O)[C@H](O)[C@H]3O)n2)cc1 | 0.2% | -1.9%

New compounds follow:
SMILES | Glioma ERSR ind | Vif-A3G inh
CC(=O)Nc1cccc(Oc2nc(NC(C)C)nc3cc(-c4ccccc4)sc23)c1 | 1.7% | -4.0%
O=C(/C=C/[C@H]1O[C@@H](n2ccc(=O)[nH]c2=O)[C@H](O)[C@@H]1O)NCCN1CCCC1 | -0.8% | -5.2%
COc1ccc(-c2ccc(C3C4C=CCC(C)C4C(=O)N3Cc3ccccc3)c(F)c2)cc1OC (stereo unspecified) | -4.4% | 3.4%
CCc1sc(-c2cc3cccc(OC)c3oc2=O)nc1-c1cc(C)ccc1C | -2.3% | -1.7%
C[C@H](O)[C@@H]1CN2CCc3c([nH]c4ccccc34)[C@@H]2C[C@@H]1N(C)C(=O)Nc1cccc2ccccc12 | -1.5% | -0.2%
CC(C)COC(=O)N1CCCC(c2cc(C(=O)Nc3ccccc3Cl)no2)C1 (stereo unspecified) | -2.7% | 0.3%
CC(C)c1ccc(NC(=O)C2Cc3c(-c4cccc(C(N)=O)c4)ccnc3O2)cc1 (stereo unspecified) | -2.5% | -5.6%
CCCNC(=O)C1(C)CCN(C(=O)c2sccc2C)C1 (stereo unspecified) | 0.1% | -1.1%
CCCNC(=O)c1cc(C2CCCN(C(=O)c3ccc(NC(C)=O)cc3)C2)on1 (stereo unspecified) | -1.2% | -3.1%
Cc1c(C(=O)NCc2ccc(Cl)c(Cl)c2)sc(=O)n1Cc1ccc(S(=O)(=O)N(C)C)cc1 | 2.8% | -1.0%
Nc1nc(=S)c2n[nH]nc2[nH]1 | -5.0%&0.8% | -8.3%&-1.4%
CC(C)CC(N)c1csc(NC(=O)Nc2ccccc2-c2ccccc2)n1 (stereo unspecified) | -13.4% | -12.3%
Cc1cc(Br)cn2c(Cc3ccccc3)c(-c3ccccc3)nc12 | -1.0% | -7.9%
CCOC(=O)C1(C)CCCN(C(=O)c2cccc(C(F)(F)F)c2)C1 (stereo unspecified) | -1.6% | -0.1%
CCNC(=O)C1(C)CCN(C(=O)c2ccc3c(c2)OCO3)C1 (stereo unspecified) | -3.6% | -1.0%
Cc1ccc2c(CN3CCN(c4ccccc4)CC3)cc(=O)oc2c1 | -4.6% | -2.1%
COc1ccc(C(NC(=O)C2CCN(CCOc3ccc(F)cc3)CC2)c2cccs2)cc1 (stereo unspecified) | -2.9% | 0.0%
CC(=O)NCCNC(=O)C1Cc2c(-c3ccccc3Oc3ccccc3)ccnc2O1 (stereo unspecified) | 0.1% | -0.6%
CCOC(=O)C1(C)CCN1C(=O)c1ccccc1C (stereo unspecified) | -1.9% | -1.6%
CC1=C(C(=O)N2CCCCCC2)CC(CC(=O)NC2CC2)C(=O)N1Cc1ccccc1 (stereo unspecified) | -2.5% | -0.2%
O=C(Nc1cc(Br)ccc1F)c1nc[nH]c1C(=O)NCc1ccccc1 | -3.7% | -2.8%

These rows are one share of the data, so the mix of outcomes need not match the whole.
